Source: PubChem BioAssay
Tat transport – E. coli Tat export inhibitors, primary screen, MC4100, TorA-mCherry reporter, fluorescence, single point; AID 488895, 2010; inhibition, % at 10 µM; actives 0.036% (n = 340,000);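 active means mean replicate inhibition at least 50% and at least half of replicates individually reaching 50%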;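 further: exported cargo escapes ClpAP degradation while cytoplasmic cargo is degraded and loses fluorescence; 0% = median of neutral control wells and 100% = median of NaSCN control wells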
E coli growth – E. coli V3065 growth inhibition, primary screen, counter-screen for AddAB inhibitor project, absorbance, OD600; 18 h; inhibition, % at 11.9 µM; actives 0.27% (n = 330,000); AID 449728, 2010;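 active means inhibition above the campaign's mean inhibition across all tested compounds plus 3 SD, cut at about 9.9% in these data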;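 further: uninfected addAB+ strain grown without phage in ampicillin broth; 0% = DMSO wells and 100% = ciprofloxacin 0.95 µg/ml wells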
Mot1-301 SUMO – yeast Mot1-301 growth rescue at high temperature, primary screen, SUMOylation pathway inhibitor project, S. cerevisiae, ATP luminescence, 38.5C | S. cerevisiae Mot1-301 growth rescue; percent above DMSO median, 100 means doubled | growth rescue, % at 18.8 µM | actives 1% (n = 320,000) | AID 2716, 2010;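 active means every valid replicate shows activation above 250% relative to neutral control wells; inactive means the rest, any valid replicate at or below 250%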;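 further: OY570 slx delta 5 strain wells were the positive control but not used for scaling; some compounds called inactive have numbers as strong as hits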
MOR-DOR ag – agonists of OPRM1-OPRD1 heterodimerization, primary screen, cell-based, luminescence. Mu-type opioid receptor (Homo sapiens) + Delta-type opioid receptor (Homo sapiens), …. cells. activation, % at 9.3 µM. actives 0.3% (n = 340,000). AID 504326, 2011; in the data active means activation above about 18%;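 further: 0% = vehicle-treated cells and 100% = reference agonist; values of inactives mirror those of a sister screen read the other way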
Target sequence (P35372 whole entry, looked up): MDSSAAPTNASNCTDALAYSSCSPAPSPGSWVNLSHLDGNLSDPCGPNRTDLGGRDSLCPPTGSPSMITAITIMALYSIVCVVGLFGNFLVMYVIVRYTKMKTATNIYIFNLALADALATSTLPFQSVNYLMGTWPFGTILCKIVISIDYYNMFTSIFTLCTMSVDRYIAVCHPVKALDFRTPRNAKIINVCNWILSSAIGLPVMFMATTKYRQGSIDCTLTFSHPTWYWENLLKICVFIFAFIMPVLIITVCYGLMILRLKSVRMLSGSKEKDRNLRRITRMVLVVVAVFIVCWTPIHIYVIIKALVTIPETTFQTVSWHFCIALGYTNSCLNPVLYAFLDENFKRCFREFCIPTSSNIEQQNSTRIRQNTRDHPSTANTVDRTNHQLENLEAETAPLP
Target sequence (P41143 whole entry, looked up): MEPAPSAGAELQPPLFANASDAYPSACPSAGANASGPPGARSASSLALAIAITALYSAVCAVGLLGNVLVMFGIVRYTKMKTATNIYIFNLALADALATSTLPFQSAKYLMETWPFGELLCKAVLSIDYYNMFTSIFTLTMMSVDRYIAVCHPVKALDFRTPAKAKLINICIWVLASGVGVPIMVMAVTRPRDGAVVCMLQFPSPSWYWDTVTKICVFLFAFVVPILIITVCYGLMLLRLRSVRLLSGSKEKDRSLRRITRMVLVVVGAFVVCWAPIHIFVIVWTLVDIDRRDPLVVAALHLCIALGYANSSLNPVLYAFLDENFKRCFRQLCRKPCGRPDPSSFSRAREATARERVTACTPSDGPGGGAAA
PfHsp90 yeast 2 – growth inhibition of PfHsp90-expressing yeast, primary screen, antimalarial PfHsp90 inhibitor project, S. cerevisiae, BacTiter-Glo luminescence, single point, set 2; BacTiter-Glo ATP, 48 h; yeast lacking PDR1 and PDR3 efflux regulators; inhibition, % at 9.4 µM; actives 0.32% (n = 310,000); AID 504621, 2011;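 active means every replicate shows inhibition above about 80%, whatever the replicate mean, limit read from the data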;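 further: 0% = DMSO neutral controls and 100% = 20 µM radicicol positive controls; yeast relying on Plasmodium falciparum Hsp90 in place of its own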
PKA-R2B activ – activators of PKA-R2B holoenzyme, primary screen, biochemical, fluorescence polarization, Cy5-IP20, human | cAMP-dependent protein kinase catalytic subunit beta (Homo sapiens) + cAMP-dependent … | PKA-R2B holoenzyme dissociation; R2B truncated from residue 108, S112A mutant; 0% DMSO only, 100% 113 µM cGMP | activation, % at 11.4 µM | actives 0.079% (n = 340,000);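 active means activation above a cutoff set at the mean over all compounds plus 3 SD, cut at about 18% in these data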;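 further: higher means more holoenzyme dissociation and a rise in polarization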
OPRM1-OPRD1 inv – inverse agonists of MOR-DOR heterodimerization, primary screen, cell-based, luminescence | cell-based MOR-DOR heterodimer luminescence, inverse agonism | AID 504357, 2011 | Mu-type opioid receptor (Homo sapiens) + Delta-type opioid receptor (Homo sapiens), … | inhibition, % at 9.3 µM | actives 0.21% (n = 340,000); in the data active means inhibition above about 22%, passing the limit was not always enough;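 further: 0% = cells with DMSO and 100% = wells without cells with DMSO; values of inactives mirror those of a sister screen read the other way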
PKA-R1A activ – activators of PKA-R1A holoenzyme, primary screen, biochemical, fluorescence polarization, Cy5-IP20, bovine R1A, mouse PKAc; actives 0.083% (n = 340,000); PKA-R1A dissociation; scaled: DMSO 0%, 113 µM cGMP 100%; cAMP-dependent protein kinase type I-alpha regulatory subunit (Bos taurus) + …; AID 504707, 2011; activation, % at 11.4 µM;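 active means percent activation above the mean of all tested compounds plus 3 SD, cut at about 19% in these data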;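 further: higher means more PKAc released from R1A so a rise in polarization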
phage Ecoli inh – growth loss of phage-infected E. coli, primary screen, RecBCD inhibitor project, absorbance, with phage, HTS; inhibition, % at 11.9 µM; actives 0.26% (n = 360,000); in the data active means inhibition above about 11%
HTR5A inv ag – HTR5A inverse agonists in luminescence cell assay, primary screen, counter-screen for OPRM1-OPRD1 heterodimer inverse agonist project, full-deck HTS; actives 0.083% (n = 340,000); 5-hydroxytryptamine receptor 5A (Homo sapiens), P47898; inhibition, % at 9.3 µM; HTR5A cell line, inverse agonism; in the data active means inhibition mostly above about 23%, no sharp cut-off; inactive means mostly below about 18%;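 further: 0% = cells with DMSO and 100% = no-cell wells with DMSO; some compounds called inactive have numbers as strong as hits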
AddAB inh – growth inhibition of E. coli expressing H. pylori AddAB, primary screen, AddAB inhibitor project, absorbance. inhibition, % at 11.9 µM. actives 0.29% (n = 330,000); in the data active means inhibition above about 12%;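 further: 0% = vehicle wells of infected cells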
* hit, by the source's call; · = no result given; & = joins results of further samples. An unsorted share of the library. About 2.2% of those tested had a hit in this group.

SMILES	PKA-R2B activ	OPRM1-OPRD1 inv	Tat transport	PKA-R1A activ	E coli growth	Mot1-301 SUMO	PfHsp90 yeast 2	AddAB inh	HTR5A inv ag	phage Ecoli inh	MOR-DOR ag
Cc1ccc(NC(=S)N(C)C(c2ccccc2)c2ccccc2)cc1C	9.4	-32.1	-4.6	-2.5	0.9	-1.6	-3.4	-0.7	-15.9	0.5	6.4
COc1ccc(CC(=O)NCCCSc2ccccc2)cc1OC	-0.7	11.9	-1.4	13.2	·	1.1	9.5	·	-2.5	1.8	-2.1
Cc1ccc2[nH]c(C(=O)N3CCN(c4cccc(Cl)c4)CC3)cc2c1	-1.2	2.4	2.4	3.5	0.3	8.1	-17.7	-0.1	-11.9	1.4	-0.5
Cc1ccccc1OCCC(=O)OCC(=O)Nc1ccc(C(N)=O)cc1	-1.9	13.9	-4.1	-4.1	-2.1	-3.2	37.8	0.1	7.5	2.5	-2.8
O=C1Nc2ccccc2C1C(C[N+](=O)[O-])c1ccccn1 (centres undefined)	2.1	22.3	-5.8	9.2	0.3	-0.5	11.8	-1.1	1.4	0.6	-4.5
CCOc1ccc(C(=O)C[n+]2ccc(C(=O)NCCO)cc2)cc1	-9.8	12.1	-4.6	-21.4	-1.2	2.0	7.7	-1.1	-6.3	-2.1	-2.4
Cc1nnc(SCc2cccc([N+](=O)[O-])c2)s1	-10.3	11.7	-8.5	-7.8	1.1	-4.8	-5.4	1.0	1.1	3.7	-2.0
CCOc1ccc(C(O)C(CN2CCOCC2)c2ccccc2)cc1 (centres undefined)	0.2	16.8	-5.0	-3.5	1.7	17.3	-13.5	1.5	-15.8	1.7	-3.0
O=C(NCc1ccccc1)c1ccc(NC(=O)C2CCC2)cc1	5.8	17.9	4.4	-7.6	·	·	23.2	·	-14.8	1.4	-3.8
CCS(=O)(=O)Nc1ccc(C(=O)CC2(O)C(=O)Nc3ccc(Br)cc32)cc1 (centres undefined)	-3.9	7.7	6.4	3.2	-1.7	267.9	-10.7	4.5	31.1	2.1	-1.7
CCOC(=O)N1CCN(Cc2nc3ccc([N+](=O)[O-])cc3c(=O)n2-c2ccccc2F)CC1	-4.6	-0.9	2.0	-4.0	1.2	255.7	4.7	-2.1	1.8	2.5	0.2
CCOC(=O)c1cccnc1SCC(=O)N(C)c1ccccc1	5.3	2.8	-4.4	1.4	0.8	3.5	9.3	-0.9	7.8	1.6	-0.5
C/C(CC(=O)NCc1ccc(F)cc1)=N\NC(N)=S	3.8	23.6	-1.0	-9.6	-3.3	11.4	-3.3	0.7	-9.4	3.2	-4.7
Cc1ccc(-n2c(Cc3cccn3C)nnc2SCC(N)=O)cc1	1.8	4.8	3.6	1.4	1.0	11.6	-31.4	2.5	-15.6	2.2	-0.9
Cc1nnc(SCc2cc(=O)n3[nH]cnc3n2)s1	11.4	15.6	-3.9	-4.1	-1.7	-11.8	-4.1	3.1	5.5	1.5	-2.9
COc1ccc(CC(=O)Nc2ccc(N3CCN(c4ccc(OC)cc4)CC3)c(C#N)c2)cc1	-9.3	-19.6	-6.4	-0.7	-2.1	-17.5	-17.8	1.1	-1.3	0.6	4.4
O=C1c2ccccc2-c2nc3ccccc3n21	3.2&3.9	-3.3&-2.5	2.6&-3.4	-4.6&2.1	-1.4&-1.9	114.7&166.6	1.3&-15.5	2.1&-0.6	-10.8&7.7	2.6&3.2	0.6&0.4
COc1ccc(CCn2c(C)cc(C(=O)CSc3nnnn3C)c2C)cc1	-5.7	3.5	-0.8	-0.2	1.3	290.5	3.9	0.7	-31.2	0.0	-0.6
NC(=S)NNC(=O)C12CC3CC(CC(C3)C1)C2	-4.0	0.6	-2.0	-4.3	-5.0	-8.8	-13.3	-0.2	12.3	1.7	-0.1
CC(=O)N1c2ccccc2S(=O)(=O)c2c1ccc1ccccc21	-15.9	-1.0	-5.9	-2.3	·	·	-8.5	·	14.8	2.5	0.2
Cc1ccc(C(=O)NN(CCC#N)C2=NS(=O)(=O)c3ccccc32)cc1	-12.9	12.1	-4.4	-8.2	-0.1	455.7	23.9	3.3	-1.6	4.9	-2.1
CC1CCc2sc(C(=O)OCC(=O)NCc3ccccc3)cc2C1 (centres undefined)	-2.9	-10.1	-0.6	5.5	-0.9	2.2	14.2	3.8	-14.2	3.4	2.0
Cc1ccc(OCCC(=O)OCC(=O)Nc2ccc3c(c2)OCCO3)cc1	-4.9	2.8	5.1	1.9	-2.0	103.5	13.9	2.4	15.0	2.8	-0.4
CCN(CCNCC(O)COc1ccccc1C(C)C)c1cccc(C)c1 (centres undefined)	-12.9	-78.2	0.4	-8.5	0.4	-42.5	-2.2	1.1	-31.2	0.6	17.3
CN(CC(=O)Nc1nccs1)S(=O)(=O)c1ccc(F)cc1	-6.5	5.2	-11.8	-8.4	-0.1	8.2	14.8	-1.8	6.0	2.4	-0.9
O=C(NC(Cc1c[nH]c2ccccc12)c1nnc2n1CCCCC2)c1ccccc1Cl (centres undefined)	6.9	9.5	-0.5	7.8	-0.7	-10.2	-11.3	-0.6	-12.9	4.6	-1.8
COC(=O)C1=C(C)N(C)C(=O)NC1c1cc2c(cc1[N+](=O)[O-])OCO2 (centres undefined)	-2.8	-6.1	8.0	-9.3	-0.7	-3.4	-17.2	-1.9	-5.1	3.7	1.2
CCCC(=O)OCC(=O)Nc1ccc2[nH]c(=O)[nH]c2c1	-11.4	7.1	6.0	-15.5	1.3	-3.9	7.8	1.9	22.9	2.9	-1.4
O=C1NC(=Nc2ccccc2)S/C1=C\c1ccccc1	-0.1	-121.8	4.9	12.9	2.4	8.9	-16.7	2.7	11.7	-0.5	24.4*
COc1ccc(C(=O)NNc2ccccc2)cc1OC	-1.0	24.4	-7.1	5.4	-0.5	84.0	-0.3	0.6	-6.2	1.0	-4.5
Cc1ccc(OCc2nc(C#N)c(N3CCCC3)o2)cc1	-1.4	-1.7	0.4	1.5	0.8	10.9	-14.6	-0.3	-9.7	2.3	0.3
CCNc1ccc(S(=O)(=O)N(C)C)cc1NCC(=O)Nc1ccc(F)c(Cl)c1	-3.3	-3.4	-1.2	-9.9	0.3	418.9	33.9	0.2	-19.9	0.6	0.6
COc1ccc(C(CNC(=O)c2c(C)nn(Cc3ccc(C)cc3)c2Cl)N2CCOCC2)cc1 (centres undefined)	0.9	5.6	3.9	-24.0	-0.9	-11.4	0.0	0.1	-10.8	3.5	-1.4
Cc1ccc(C(CNC(=O)Nc2cccc(C)c2)N2CCN(C)CC2)cc1 (centres undefined)	-13.4	10.5	-3.5	-6.7	-1.6	-19.6	4.3	4.2	1.7	4.2	-2.0
Cc1nsc2c1ccc1ccccc12	1.3	24.5	-0.6	-2.9	0.1	-14.7	-3.2	2.2	0.3	2.6	-4.8
CC(C)CC(=O)Nc1ccc(N2CCN(C(=O)c3cccs3)CC2)cc1	-3.6	12.4	30.2	-8.0	1.4	-8.3	23.1	5.5	-3.3	1.1	-2.4
O=c1c2ccccc2c2ccccc2c(=O)n1-c1ccccc1	-8.2	-1.2	0.9	-0.9	-0.6	413.3*	-17.3	0.7	-9.0	4.6	0.2
Cc1ccc(NC(=O)c2cc(N3C(=O)C4CC=CCC4C3=O)ccc2N2CCCCC2)cc1 (centres undefined)	9.1	12.9	0.3	-2.2	0.4	-1.9	-9.2	3.6	-9.8	1.6	-2.1
CCN(C[C@H]1N[C@@](Cc2ccccc2)(C(=O)OC)[C@H]2C(=O)N(Cc3ccccc3)C(=O)[C@@H]12)S(=O)(=O)c1ccc(C)cc1	-7.2	-7.6	0.3	-7.2	0.4	·	-11.2	2.5	-2.1	0.9	1.6
CC(C)n1cc(CN2CCC(n3nccc3NC(=O)C3CCCC3)CC2)cn1	7.5	-3.9	-4.1	-2.9	-1.2	9.2	-19.8	2.0	14.2	0.9	1.0
O=C(O)C1=C(OCc2ccccc2)C(=O)NCC1	-10.4	9.9	-0.7	-15.3	0.3	76.7	10.5	1.1	-1.1	4.1	-2.0
COc1ccc(C(=O)NCCCN2CCN(CCCNC(=O)c3ccc(OC)c(OC)c3)CC2)cc1OC	-3.0	10.0	-3.1	2.7	·	·	-12.2	·	-5.7	0.1	-1.6
CN(Cc1ccccc1Cl)C(=O)CNC(=O)C12CC3CC(CC(C3)C1)C2	-6.8	-0.4	4.5	4.1	2.6	-1.5	-13.1	0.5	-4.9	2.9	0.1
COc1ccc(N=C2S/C(=C\c3cc(C)n(C)c3C)C(=O)N2C)cc1	-1.5	3.4	-0.8	1.2	0.5	-10.6	-13.4	-0.6	-37.8	1.9	-0.6
